# Tb PGK inh: T. brucei PGK inhibition | actives 0.043% (n = 380,000) | PGK/GAPDH coupled, Kinase-Glo luminescence, 60 min | Potency, µM (doses to about 57.5 µM), inactives show at the top dose activity change, negative = inhibition, actives largely listed as inhibitors | P07378; note: % is set by controls: 0 for no effect and ±100 for the full control effect; nearly all actives have a fitted effect of over 60% in size
# Target sequence (P07378 whole entry, looked up): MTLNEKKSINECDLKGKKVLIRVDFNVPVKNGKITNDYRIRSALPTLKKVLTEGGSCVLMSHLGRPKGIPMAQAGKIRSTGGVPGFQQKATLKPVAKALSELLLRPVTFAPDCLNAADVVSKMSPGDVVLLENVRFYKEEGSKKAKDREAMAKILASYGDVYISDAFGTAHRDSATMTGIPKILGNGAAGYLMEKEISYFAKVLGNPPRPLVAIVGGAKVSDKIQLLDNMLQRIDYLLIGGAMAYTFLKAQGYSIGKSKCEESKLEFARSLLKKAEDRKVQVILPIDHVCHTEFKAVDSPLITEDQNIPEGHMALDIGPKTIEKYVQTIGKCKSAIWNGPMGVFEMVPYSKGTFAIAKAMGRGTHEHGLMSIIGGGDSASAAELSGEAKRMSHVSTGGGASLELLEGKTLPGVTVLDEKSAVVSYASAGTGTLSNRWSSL
#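 Recombinant glycosomal PGK reaction used 1,3-bisphosphoglycerate generated in-well by GAPDH (100nM final) in 100mM TEA pH 7.6, 5mM MgCl2, 0.01% Tween-20. After 60 minutes at room temperature, ATP was read by Kinase-Glo Plus luminescence end-point.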
# Pol iota inh: DNA polymerase iota (human) inhibition; Q9UNA4; Pol iota fluorescent replication assay, 10 min; Potency, µM (series often up to 115 µM), for inactives: top-dose activity, negative = inhibition, actives largely listed as inhibitors; actives 1% (n = 390,000)
#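 Pol iota at 10 nM preincubated 15 min with compounds at room temperature; reaction started with fluorescent substrate, 50 nM final. Fluorescence read kinetically at 0 and 10 min; buffer-only wells as negative control.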
# BLM helicase inh: inhibitors of human Bloom syndrome helicase BLM; recombinant BLM DNA unwinding, fluorescence dequenching; Potency, µM (series often up to 56.1 µM), for the others: at the top dose activity change, negative = inhibition, actives largely listed as inhibitors; actives 0.2% (n = 350,000); P54132;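 note: plate controls were vehicle for no effect and no enzyme for full effect; nearly all actives have a fitted effect of over 35% in size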
# G9a inh: blocks human histone lysine methyltransferase G9a; G9a H3K9 monomethylation, AlphaScreen, 2 h; actives 8.8% (n = 350,000); Potency, µM (highest dose often 102 µM), for inactives: at the highest dose activity, negative = inhibition, hits mostly inhibitors; AID 504332; note: % is set by controls: 0 for no effect and ±100 for the full control effect; nearly all actives have a fitted effect of over 75% in size
#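 Quantitative HTS format: methyltransferase activity on a biotin-tagged H3K9 peptide is measured by AlphaScreen, using a rabbit anti-monomethyl-H3K9 antibody with streptavidin donor and anti-IgG acceptor beads. Final levels are 20 nM enzyme, 500 nM peptide, 20 uM SAM; 2 h RT.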
# Pin1 inh: human Pin1 inhibition. Pin1 FP peptide displacement, HiFluor488, 10 min. Potency, µM (highest dose often 115 µM), without a hit: at the top dose activity, negative = inhibition, actives largely listed as inhibitors. actives 0.009% (n = 390,000). AID 504891; active = well fitted inhibition curve with a large enough effect in the polarisation, with a control signal flat, not every such curve was filed as active; inconclusive = small, poorly fitted or top-dose-only effect, or effect the other way, or a change in a side signal; inactive = no such curve, though single readings can be large or run the other way; the % refers to the polarisation; note: % is set by controls: 0 for no effect and ±100 for the full control effect
# Target sequence (Q13526 whole entry, looked up): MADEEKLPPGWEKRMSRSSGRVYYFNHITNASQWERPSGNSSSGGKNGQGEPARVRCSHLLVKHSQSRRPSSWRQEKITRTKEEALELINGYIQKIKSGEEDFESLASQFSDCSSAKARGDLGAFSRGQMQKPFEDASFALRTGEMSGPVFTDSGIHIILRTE
# HP1b chromo inh: inhibitors of HP1-beta chromodomain binding to methylated histone tails; Potency, µM (doses to about 114 µM), without a hit: top-dose activity change, negative = inhibition, most hits filed as inhibitors; actives 0.56% (n = 390,000); AlphaScreen HP1-beta / biotin-H3K9me3 peptide binding; note: nearly all actives have a fitted effect of over 70% in size; inactives centre near 23
# Target sequence (P83916 whole entry, looked up): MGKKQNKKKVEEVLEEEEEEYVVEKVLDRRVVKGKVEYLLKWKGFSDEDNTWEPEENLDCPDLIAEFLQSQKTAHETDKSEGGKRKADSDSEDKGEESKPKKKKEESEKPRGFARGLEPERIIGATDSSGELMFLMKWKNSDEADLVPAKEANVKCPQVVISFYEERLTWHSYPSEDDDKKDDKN
#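 HP1-beta protein (50 nM final) preincubated 30 min at room temperature with biotinylated H3(1-18)K9me3 peptide (50 nM) in PBS pH 7.4, 0.01% Tween-20, then compound added for 30 min. AlphaScreen streptavidin donor/nickel chelate acceptor beads (10 ug/mL final), 30 min dark, luminescence read.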
# JMJD2A Tudor: JMJD2A Tudor domain (human) inhibition; O75164; AlphaScreen JMJD2A-Tudor / H3K4me3 peptide binding; Potency, µM (series often up to 114 µM), for inactives: at the highest dose activity change, negative = inhibition, most hits filed as inhibitors; actives 4.4% (n = 390,000); note: % is set by controls: 0 for no effect and ±100 for the full control effect; nearly all actives have a fitted effect of over 50% in size
# BAZ2B inh: blocks human BAZ2B; AlphaScreen BAZ2B-H3K14Ac peptide displacement; Potency, µM (doses to about 114 µM), inactives show top-dose activity change, negative = inhibition, most hits filed as inhibitors; actives 4.4% (n = 360,000); AID 504333; note: % is set by controls: 0 for no effect and ±100 for the full control effect; nearly all actives have a fitted effect of over 60% in size
#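 Complex of BAZ2B and biotin-H3K14Ac (50 nM apiece) forms over 30 min at RT, then faces library compounds up to 110 uM for another 30 min; AlphaScreen beads added, 20 min dark incubation, luminescence read.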
# GLS inhibitor: blocks human kidney-isoform glutaminase activity. O94925. GLS enzymatic activity, qHTS titration. Potency, µM (series often up to 45.5 µM), without a hit: at the highest dose activity change, negative = inhibition, hits mostly inhibitors. actives 0.21% (n = 410,000). AID 624170; note: % is set by controls: 0 for no effect and ±100 for the full control effect
#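 hKGA in 45 mM KH2PO4 (pH 8.2), 0.02% Tween-20 with compound, then 1mM L-Glutamine (stock as added) plus glutamate oxidase/HRP/Amplex red coupling mix. Fluorescence read initially and after 30 min at RT; signal change reflects glutamate formation.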
# Active calls of the source: *; i = inactive; u = inconclusive; x = not tested or not shown; [ ] = remark or other dose. Unless noted, calls come from the whole dose curve; as a rule, active = well fitted curve in the direction sought with a large enough effect; inconclusive = small, poorly fitted or top-dose-only effect, or another doubt; inactive = no such curve, though single readings can be large; an effect the other way counts as inactive or inconclusive. Potency is the fitted concentration of half-maximal effect. This is a subset; count on the stated rates, not on these rows.
no.	canonical_smiles	Tb PGK inh	Pol iota inh	BLM helicase inh	G9a inh	Pin1 inh	HP1b chromo inh	JMJD2A Tudor	BAZ2B inh	GLS inhibitor
1	CC(=O)C1=C(O)C(=O)N(Cc2cccnc2)C1c1ccccc1Cl (centres undefined)	-6%	u	0%	-7%[59 µM]	0%	25%	-33%	-8%	-3%
2	Cc1ccc(C)c(C(=O)CSc2n[nH]c(-c3ccncc3)n2)c1	-3%	11%	3%	-1%	u	29%	89µM*	-4%	8%
3	CC(=O)c1sc(NC(=O)c2ccc(COc3ccccc3Cl)o2)nc1C	-3%	u	-5%	-1%	15%	-10%	-20%	0%	-3%
4	O=C(CC1C(=O)NCCN1C(=O)Nc1ccc(C(F)(F)F)cc1)Nc1ccc(F)cc1 (centres undefined)	4%	-9%	-8%	7%[59 µM]	-1%	58%[activator]	-13%	-1%	16%
5	O=C(NCc1nnc(SCc2ccc(F)cc2)n1-c1ccccc1)C12CC3CC(CC(C3)C1)C2	-5%	1%	-5%	0%[59 µM]	1%	2%	-26%	-33%	10%
6	CC(C)c1cc(-c2cc(-c3ccc(Cl)cc3)on2)nc(NCC2CC2)n1	-8%	7%	-6%	81%[activator][59 µM]	-1%	130%[activator]	47%[activator]	28%	-12%
7	Cc1cccc(NC(=O)C2CCCCN2S(=O)(=O)c2ccccc2)c1C (centres undefined)	i	-8%	x	x	5%	45%[activator]	-15%	x	-6%
8	CCOC(=O)N1CCN(S(=O)(=O)c2cccc3ccc(C)nc23)CC1	-1%	13%	-9%	2%[12.7 µM]	-1%	14%	-12%	12%	-11%
9	O=S(=O)(Nc1cccc(-c2ccc(N3CCCC3)nn2)c1)c1ccccc1C(F)(F)F	5%	-23%	1%	-2%[59 µM]	3%	10%[57 µM]	-13%	2%	9%
10	COc1cccc(NCc2nnc(SCC(=O)N(C)C3CCS(=O)(=O)C3)n2C2CCCCC2)c1 (centres undefined)	-1%	64%[activator]	-1%	50%	-1%	18%	-14%	-17%	16%
11	Cc1cccc(N(Cc2ccccc2)C(=O)CN2C(=O)NC3(CCCCC3C)C2=O)c1 (centres undefined)	-5%	9%	x	-10%[59 µM]	-4%	20%	u	-19%	-6%
12	COc1ccc(-c2cn3nc(N4CCC(C(=O)Nc5ccc(C)cc5)CC4)sc3n2)cc1	i	8%	-2%	-31%[59 µM]	-3%	21%	-3%	1%	1%
13	CSCCC(NC(=O)c1ccccc1Cl)C(=O)N1CC(C)OC(C)C1 (centres undefined)	-6%	14%	x	9%[59 µM]	-3%	25%	-10%	9%	2%
14	C/C(Cc1nnn(-c2cc(C)on2)n1)=N\O	1%	51%[activator]	-1%	4%	3%	25%	1%	-7%	5%
15	CN1CCN(C(=O)c2cccn(Cc3cccc(Cl)c3)c2=O)CC1	i	27%	-2%	17%	-7%	28%	-12%	-2%	4%
16	CCOC(=O)c1c(C)[nH]c(C(=O)N2CCC(C(=O)OCC)CC2)c1C	-12%	-9%	-3%	x	-3%	31%	-5%	1%	-7%
17	Clc1ccccc1Cn1cccc1C1=NC(Cc2ccccc2)CO1 (centres undefined)	-1%	17%	-4%	47%[59 µM]	38%[activator]	78%[activator]	14%	x	-2%
18	O=S(=O)(NCC(c1ccco1)N1CCCCC1)c1cccc(C(F)(F)F)c1 (centres undefined)	i	-14%	x	22%[12.7 µM]	2%	15%	-22%	0%	-7%
19	CC[C@H](C)[C@H](NC(N)=O)C(=O)OCC(=O)NCc1ccc(Cl)cc1	-4%	u	1%	8%	0%	5%	-20%	-4%	-14%
20	C=CC[C@H](CC(=O)N(CCO)Cc1ccccc1)C(=O)N[C@H](COC(=O)[C@@H](CC=C)Cc1ccc(F)cc1)C(C)(C)C	i	-3%	x	x	0%	37%	-11%	x	-15%
21	Nc1ccc2c(c1Br)Cc1ccccc1-2	-2%	75%[activator]	x	x	1%	u	u	x	18%
22	Cc1ccc(OCCSc2nc3ccc(NC(=O)c4ccco4)cc3s2)cc1	1%	7%	-5%	-15%[59 µM]	-6%	17%	-8%	-7%	0%
23	Cc1ccc(S(=O)(=O)c2ccc(Oc3ccccc3)cc2)cc1	i	-5%	-8%	66%[activator][59 µM]	3%	142%[activator]	31%[activator]	38%[activator]	-5%
24	COc1cc(/C=C(/C#N)c2nc3ccccc3[nH]2)ccc1OCC(=O)Nc1ccccc1C(C)C	-4%	68%	-7%	27%[0.501 µM]	6%	18%	-16%	50µM*	12%
25	Cc1ccc(C)c(NC2=C(Cl)C(=O)OC2OC(C)C)c1 (centres undefined)	i	-10%	-4%	9%	0%	20%	-19%	-4%	0%
26	Cc1ccc(CCC(=O)Nc2ccc(S(N)(=O)=O)cc2)o1	-13%	-16%	1%	2.2µM*	6%	13%	-10%	15%	-23%
27	O=c1ccc(N=Nc2ccccc2)ccc1O	-12%	48%[activator]	-5%	45µM*	u	u	50µM*	11µM*	21%
28	O=C(Cc1ccc(Cl)cc1)NNC(=O)c1ccco1	-5%	21%	0%	x	2%	38%	0%	0%	12%
29	CC(O)/C=C/c1cccc[n+]1C (centres undefined)	-4%	37%[activator]	-1%	10µM*	0%	19%	40µM*	4%	-2%
30	COc1ccc(C2CC(=O)C=C(NCc3ccc4c(c3)OCO4)C2)cc1 (centres undefined)	6%	1%	2%	8%	4%	26%	-15%	-6%	2%

# Compounds from the list above that contain a CF3 group (three):
no.	canonical_smiles	Tb PGK inh	Pol iota inh	BLM helicase inh	G9a inh	Pin1 inh	HP1b chromo inh	JMJD2A Tudor	BAZ2B inh	GLS inhibitor
4	O=C(CC1C(=O)NCCN1C(=O)Nc1ccc(C(F)(F)F)cc1)Nc1ccc(F)cc1 (centres undefined)	4%	-9%	-8%	7%[59 µM]	-1%	58%[activator]	-13%	-1%	16%
9	O=S(=O)(Nc1cccc(-c2ccc(N3CCCC3)nn2)c1)c1ccccc1C(F)(F)F	5%	-23%	1%	-2%[59 µM]	3%	10%[57 µM]	-13%	2%	9%
18	O=S(=O)(NCC(c1ccco1)N1CCCCC1)c1cccc(C(F)(F)F)c1 (centres undefined)	i	-14%	x	22%[12.7 µM]	2%	15%	-22%	0%	-7%

# Remaining list, next part.
no.	canonical_smiles	Tb PGK inh	Pol iota inh	BLM helicase inh	G9a inh	Pin1 inh	HP1b chromo inh	JMJD2A Tudor	BAZ2B inh	GLS inhibitor
31	COc1ccccc1C(=O)Nc1ccc2c(c1)CCCN2C(=O)c1cccs1	-18%	u	-6%	14%	7%	0%[57 µM]	-27%	u	-1%
32	CN1CCc2c(sc3c2C(=O)NC(c2ccc(C(C)(C)C)cc2)N3)C1 (centres undefined)	-8%	68%[activator]	4%	8.9µM*	u	7%	u	-17%	16µM*
33	CCCCn1c(=N)c(S(=O)(=O)c2ccccc2)cc2c(=O)n3cccc(C)c3nc21	-9%	11%	1%	3%[59 µM]	-2%	50%[activator]	7%	9%	1%
34	Cc1ccc(-c2nn3c(C)nnc3c3ccccc23)cc1S(=O)(=O)NCc1ccco1	i	u	-1%	-37%[12.7 µM]	-8%	9%	u	u	2%
35	COc1ccccc1N1CCN(C(=O)COc2cc(C)cc3oc(=O)cc(C)c23)CC1	0%	-14%	-8%	-5%	u	9%	u	-13%	11%
36	COc1ccc(CNC(=O)c2cc(-c3ccc(OC)cc3)on2)cc1	-2%	6%	-2%	18%[59 µM]	-4%	56%[activator]	2%	-8%	-2%
37	COc1ccc(CNC(=O)c2ccccc2SC)cc1	i	8%	1%	9%[12.7 µM]	4%	28%	1%	4%	0%
38	COC(CNC(=O)CNC(=S)N(Cc1ccccc1)Cc1cccnc1)OC	-1%	57%[activator]	-6%	3%[12.7 µM]	-2%	20%	-8%	-13%	-3%
39	COc1cc(NC(=O)C2CC(c3c(F)cccc3Cl)=NO2)cc(OC)c1OC (centres undefined)	-2%	6%	-2%	x	3%	5%	-31%	4%	-1%
40	Cc1cccc(C)c1Nc1c(-c2ccc(N3CCOCC3)cc2)nc2cnccn12	-1%	-6%	-3%	u	-4%	1%	u	-32%	12%
41	COC(=O)c1ccccc1NC(=O)c1ccc2nccnc2c1	-5%	u	-11%	-8%	u	-10%	u	u	52%[activator]
42	COc1ccc(CN(C)CC2CCCN(CCc3ccccc3C)C2)cc1O (centres undefined)	-8%	66%[activator]	-12%	x	-7%	20%	-33%	-2%	24%
43	O=C(O)CNC(=O)CCN1C(=O)c2ccccc2C1=O	-1%	11%[58.9 µM]	-1%	2%[2.33 µM]	-3%	35%	-9%	-4%	9%
44	COc1ccc(CN2COc3ccc4c(-c5ccc(OC)cc5)cc(=O)oc4c3C2)cc1	-6%	22%	-2%	11%[59 µM]	-4%	66%[activator]	-8%	2%	5%
45	O=C(Nc1cccnc1)Nc1ccc(Br)cc1Cl	4%	8%	-3%	6%[59 µM]	0%	21%	-8%	34%[activator]	14%
46	O=C(CN1CCN(c2nc(-c3ccccc3)cs2)CC1)NNC(=O)c1ccco1	i	128%[activator]	-2%	-46%	-4%	5%	-13%	-32%	-5%

# Looked up one by one from above (four):
no.	canonical_smiles	Tb PGK inh	Pol iota inh	BLM helicase inh	G9a inh	Pin1 inh	HP1b chromo inh	JMJD2A Tudor	BAZ2B inh	GLS inhibitor
31	COc1ccccc1C(=O)Nc1ccc2c(c1)CCCN2C(=O)c1cccs1	-18%	u	-6%	14%	7%	0%[57 µM]	-27%	u	-1%
32	CN1CCc2c(sc3c2C(=O)NC(c2ccc(C(C)(C)C)cc2)N3)C1 (centres undefined)	-8%	68%[activator]	4%	8.9µM*	u	7%	u	-17%	16µM*
36	COc1ccc(CNC(=O)c2cc(-c3ccc(OC)cc3)on2)cc1	-2%	6%	-2%	18%[59 µM]	-4%	56%[activator]	2%	-8%	-2%
35	COc1ccccc1N1CCN(C(=O)COc2cc(C)cc3oc(=O)cc(C)c23)CC1	0%	-14%	-8%	-5%	u	9%	u	-13%	11%

# High-throughput results from PubChem BioAssay.
